# Source: PubChem (NCI)
# bub3: NCI yeast anticancer drug screen, S. cerevisiae bub3 mutant strain; growth inhibition, % at 50 µM; actives 9.9% (n = 78,000); AID 167;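 further: 0% = growth of vehicle-only cultures of the same strain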
#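 Readout: yeast growth inhibition, expressed relative to vehicle-only wells. The test organism is a mutant strain from a panel with lesions in DNA repair or checkpoint genes.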
# sgs1 mgt1: NCI yeast anticancer drug screen, S. cerevisiae sgs1 mgt1 strain; growth inhibition, % at 50 µM; actives 10% (n = 78,000);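 further: 0% = growth of vehicle-only cultures of the same strain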
#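 Growth of a repair-deficient yeast mutant was monitored after compound treatment and expressed as inhibition relative to vehicle-treated cultures.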
# rad50: NCI yeast anticancer drug screen, S. cerevisiae rad50 strain; growth inhibition, % at 50 µM; actives 10% (n = 79,000);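 further: 0% = growth of vehicle-only cultures of the same strain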
#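 Vehicle-treated cultures provide the reference for the growth inhibition reported for compound-exposed, repair-deficient yeast.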
# yeast cln2 rad14: NCI yeast anticancer drug screen, S. cerevisiae cln2 rad14 strain. growth inhibition, % at 50 µM. actives 8.3% (n = 78,000);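 further: 0% = growth of vehicle-only cultures of the same strain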
#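 Compounds are applied to the cln2 rad14 yeast strain, and growth is then compared with that of vehicle-treated cultures to give inhibition.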
# yeast mec2-1: NCI yeast anticancer drug screen, S. cerevisiae mec2-1 strain; % growth inhibition at 50 µM; actives 9% (n = 79,000); AID 157;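 further: 0% = growth of vehicle-only cultures of the same strain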
#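 Strain: mec2-1 (DNA repair/cell cycle alteration). Compound exposure, then growth measured; inhibition expressed relative to vehicle.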
# mlh1 rad18: NCI yeast anticancer drug screen, S. cerevisiae mlh1 rad18 strain; actives 11% (n = 79,000); growth inhibition, % at 50 µM;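 further: 0% = growth of vehicle-only cultures of the same strain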
#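 Inhibition values reflect reduced growth of mutant yeast versus vehicle-treated controls following compound exposure; the mutations affect DNA damage repair.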
# * marks the source's active call; other numbers are inactive results; & = joins results of further samples; ! = a repeat was not active. No stated cut-off is given here; in the data, active means growth inhibition above about 70%; inactive means the rest. An unsorted share of the library, and some 13% of all compounds hit somewhere here.
# The line under a structure holds: bub3, sgs1 mgt1, rad50, yeast cln2 rad14, yeast mec2-1, mlh1 rad18
Oc1ccc(/C=C/c2ccc(O)cc2)cc1
→ 20.4, -2.1, 20.8, -1.2, 3.6, -3.1
O=C(O)CCC(=O)NC(c1ccccc1)(c1ccccc1)c1ccccc1
→ 3.2, -0.1, -17.4, -37.1, -9.4, 3.1
COCn1c(C)c(C)c2c(=O)oc(C)nc21
→ 17.9, -12.0, -11.8, 7.3, 14.6, -12.8
Cc1ccc(-n2cnc3c(=O)[nH]cnc32)cc1N
→ -6.2, 3.3, -12.6, -9.9, 5.5, 11.2
O=C(O)/C=C/C(=O)Nc1ccc(Cl)cc1C(=O)c1ccccc1
→ 14.6, 33.0, 24.6, 0.4, 9.1, 20.8
CCOC(=O)/C(=C/c1ccccn1)C(=O)c1ccccc1
→ 88.7*, 84.8*, 85.8*, 76.7*, 85.7*, 79.6*
COc1ccc(/C(C)=C\C(=O)O)c(O)c1OC
→ 22.1, -4.7, 5.9, 3.5, 6.8, 7.8
CCCCCCOCC(=O)OC
→ 9.2, -1.6, 10.2, 8.3, -9.6, -2.9
C=CCOC(C)OCC=C
→ 13.3, -1.4, 17.9, -23.5, 7.9, -0.1
CCCC1(C)OCC(C)(C)CO1
→ 3.9, -13.3, -1.1, -28.8, 2.5, 1.9
O=C(c1ccccc1)C(N=Nc1ccccc1)(c1ccccc1)c1ccccc1
→ -0.8, -1.8, 4.2, -7.0, -6.0, 21.6
C=CC1OCC2(CO1)COC(C=C)OC2 (stereo not given)
→ -12.4, 2.4, 12.4, -7.5, -11.7, 2.8
O=C(Cc1ccc(Cl)cc1)c1ccccc1Cl
→ -5.7, -1.0, 2.8, 1.7, 2.8, 4.4
ClC(Cl)(Cl)c1ncnc2nc[nH]c12
→ -16.9, 0.5, -15.1, 9.9, -11.8, 13.3
O=S(=O)(c1ccccc1)C1(C2(S(=O)(=O)c3ccccc3)CCN=N2)CCN=N1 (stereo not given)
→ -6.5, -23.1, 18.4, 18.6, -14.6, 7.7
CS(=O)CCO (stereo not given)
→ 14.9, 2.4, -5.4, 3.1, 1.6, 6.7
CC(C)(C)n1nnc(N)n1
→ 9.1, -10.4, -17.5, 4.1, -15.9, -1.5
CC1(C)OC(COCCOCCCCCO)C(COCCOCCCCCO)O1 (stereo not given)
→ -3.0, 6.2, 7.1, 17.9, 3.8, 6.7
CC(=O)NC1=C(Cl)C(=O)C(NC(C)=O)=C(Cl)C1=O
→ 41.1, 14.6, 18.4, 7.7, 23.4, 14.6
CC1=CC(=O)C=CC1(C)C(Cl)(Cl)Cl (stereo not given)
→ -0.7, -11.6, -3.0, 44.3, -1.6, 1.0

# Some of the entries so far, as comma-separated lines:
Structure,bub3,sgs1 mgt1,rad50,yeast cln2 rad14,yeast mec2-1,mlh1 rad18
O=C(Cc1ccc(Cl)cc1)c1ccccc1Cl,-5.7,-1.0,2.8,1.7,2.8,4.4
ClC(Cl)(Cl)c1ncnc2nc[nH]c12,-16.9,0.5,-15.1,9.9,-11.8,13.3
O=S(=O)(c1ccccc1)C1(C2(S(=O)(=O)c3ccccc3)CCN=N2)CCN=N1 (stereo not given),-6.5,-23.1,18.4,18.6,-14.6,7.7
CS(=O)CCO (stereo not given),14.9,2.4,-5.4,3.1,1.6,6.7
CC(C)(C)n1nnc(N)n1,9.1,-10.4,-17.5,4.1,-15.9,-1.5

# New compounds follow
# The line under a structure holds: bub3, sgs1 mgt1, rad50, yeast cln2 rad14, yeast mec2-1, mlh1 rad18
CC1(C)C2CC3OC3(C)C1C2 (stereo not given)
→ -19.9, 12.4, 21.3, -55.9, -7.0, -10.8
COC(=O)c1[nH]c(=O)c(C#N)c(C(=O)OC)c1-c1ccccn1
→ -16.2, -2.4, 1.4, 18.4, -10.4, 25.6
Cc1ccc2nc(-[n+]3cc4ccccc4cc3C)ccc2c1
→ 87.7*, 89.3*, 89.0*, 17.2, 87.6*, 87.3*
CC(=O)NC1C(O)OC(CO)C(OC2OC(CO)C(O)C(O)C2NC(=O)NCCCCCCNC(=O)n2cc(F)c(=O)[nH]c2=O)C1O (stereo not given)
→ 75.5*!, 88.5*, 91.9*!, 63.7&24.8, 93.5*, 86.8*!
O=C(CCCN1CCC(Nc2ccc(F)cc2)(c2nnnn2C2CCCCC2)CC1)c1ccc(F)cc1
→ 32.9, 50.3, 11.7, 35.7, 27.1, 77.8*
c1ccc(CCc2c[nH]c3ccccc23)cc1
→ 87.5*, 72.5*, 59.6, 5.9, 27.5, 49.0
O=C(Nc1cccc(Br)c1)Oc1cccc2cccnc12
→ 87.8*, 85.3*, 85.7*, 81.1*, 89.8*, 85.0*
CCOC1(c2ccccc2)c2cccc3cccc(c23)C1(O)c1ccccc1 (stereo not given)
→ 3.1, -13.0, 1.6, -2.6, 9.2, -18.1
Cc1nc(Nc2ccc(Cl)cc2)c2cnn(-c3ccc(Cl)cc3)c2n1
→ -2.3, -8.0, -1.9, -41.0, -2.2, -5.0
CC1=NOC(=O)/C1=C/c1ccc(C)cc1
→ 13.7, 23.4, 33.6, 2.5, 20.8, 8.1
CCn1c(C)nc([N+](=O)[O-])c1Sc1ncc[nH]1
→ 10.2, -11.4, -7.8, 27.8, 0.7, -3.4
CC1(C)C=C(N2CCCCC2)C(=O)c2ccccc21
→ -9.1, -12.2, -9.6, -16.4, -2.2, 5.2
CCCCCCC=C(C(=O)OCC)C(=O)OCC
→ 63.0, 42.0, -8.3, 18.1, 38.0, 76.3*
CCOc1ncc(C(O)c2ccc(F)cc2)c(OCC)n1 (stereo not given)
→ 11.4, 1.1, 17.1, -52.4, -4.0, 0.3
O=C(c1cccc(Cl)c1)c1ccc2ccccc2c1C(=O)O
→ -1.5, 0.7, 12.3, 5.6, 45.9, 5.8
COC1OC(COC(=O)Nc2ccccc2)C2OC12 (stereo not given)
→ -10.0, 24.6, 8.4, -55.4, 2.8, 1.2
CCc1ccc[n+](-c2ccncc2CC)c1
→ 2.8, -9.2, -7.9, -12.9, -9.6, -9.8
O=C(O)c1cccc(C#Cc2ccccc2)c1
→ 4.5, 12.5, 16.7, -15.4, 5.2, 25.1
CN(C)C(N)=Nc1ccc(Cl)cc1
→ -5.8, -6.2, -5.2, -54.0, -16.9, -17.4
COCNC(=O)Nc1ccc([N+](=O)[O-])cc1
→ -8.5, 0.3, 2.5, -44.5, -5.3, -7.1
CCN(CC)c1ccc2nc3ccc(N=Nc4ccc(N(C)C)cc4)cc3[n+](-c3ccccc3)c2c1
→ 39.5, 57.7, 42.5, 54.9, 52.5, 38.9
O=C(O)CCCCC(=O)c1ccccc1
→ 26.6, 21.0, 30.6, -0.2, 12.2, 24.9
Cc1c(C(=O)NCCO)[n+](=O)c2cc(Cl)ccc2n1[O-]
→ 4.5, 16.9, -1.8, 7.5, -10.8, 19.4
N#CCc1ccc(CC#N)[nH]1
→ 9.2, -11.4, -7.8, 18.2, 5.8, 4.4
COc1cc(C2N3CCCN2CC3)cc(OC)c1OC (stereo not given)
→ -7.8, -21.6, -3.8, -3.5, 0.3, -2.5
COc1ccccc1NC(C)=O
→ 11.4, 0.1, 8.2, 6.0, 5.8, -30.4
O=C1CC(N2C(=O)c3ccccc3C2=O)C(=O)N1 (stereo not given)
→ -8.4, 1.4, 1.9, -14.4, -5.8, -2.5
CC(C)=CC1C(C(=O)SCc2cc3c(cc2Br)OCO3)C1(C)C (stereo not given)
→ 5.6, -10.2, 0.9, 6.2, -6.0, 6.5
CC(=O)c1ccc(C2CC2c2ccc(C(C)=O)cc2)cc1 (stereo not given)
→ 8.4, -5.8, -2.9, -57.4, -4.0, -13.2
O=c1ccn(CCCc2ccccc2)c(=O)[nH]1
→ -19.8, 6.1, 5.8, -28.1, -0.1, -2.5
COc1ccc2oc3c(C)cc4c(OC)nnc(OC)c4c3c2c1
→ -5.3, -13.4, -43.8, -18.1, -52.9, -12.8
N#CC1(c2ccccc2)C(c2ccccc2)CC(O)(c2ccccc2)C(C(=O)c2ccccc2)C1c1ccccc1 (stereo not given)
→ -1.1, 3.5, 19.9, 14.3, 4.8, -3.5
CCCCCC1OC(CCCCC)OC(CCCCC)O1 (stereo not given)
→ -13.9, 16.3, 10.2, 8.2, 6.6, 11.7
Cc1ccc(C)n1-c1ccc(OCC(N)=O)cc1
→ 12.6, 12.7, 16.3, -15.7, 16.1, 13.9
CCC(=O)OCCCc1ccccc1
→ 12.3, 15.8, 22.1, 9.2, 8.2, 10.8
NC(=Nc1ccccc1)c1ccc(Cl)cc1
→ 98.6*, 45.4, 66.2, 97.2*, 96.5*, 87.7*
NCCSCC(N)C(=O)O (stereo not given)
→ -41.8&-25.3, -19.9&-8.3, -15.2&-21.9, 11.2&-1.8, -44.7&-2.2, 14.8&-20.6
O=C(O)C1CC=CCC1c1c2ccc(=O)cc-2oc2cc(O)ccc12 (stereo not given)
→ 32.9, 15.8, 48.5, -5.2, 27.8, 13.6
Cc1c(N=Nc2cccc(Cl)c2)c(-c2ccccc2)nn1C(N)=S
→ 91.5*, 96.8*, 80.3*, 12.4, 45.0, 92.5*
CN(C)CC1C(=O)C2CCC1C2 (stereo not given)
→ -2.7, -3.3, -1.3, 1.4, -19.7, 15.2
O=C(Nc1ccc(C2=NCCN2)c(O)c1)c1ccc(C(=O)Nc2ccc(C3=NCCN3)c(O)c2)cc1
→ 7.5, 23.2, 32.6, 36.2, 4.0, 28.6
O=C(c1ccccc1)N(Cc1ccccc1)Cc1ccccc1
→ 41.0, 26.4, 1.0, -34.2, 35.1, 28.2
CC(Cl)S(N)(=O)=O (stereo not given)
→ 7.5, -19.2, -11.7, -6.5, -11.7, 2.1
COc1cccc(/C=N/N=C(/N)NO)c1
→ 1.8, 7.3, -23.1, 11.9, 11.1, 18.4
COc1ccc(/C(=N/Nc2ccccc2)C(c2ccc(OC)cc2)C2OC(=O)c3ccccc32)cc1 (stereo not given)
→ 19.3, 6.3, 10.2, 17.1, -3.9, 26.8
COc1ccc(C2C(C#N)=C(N)NC(=O)C2C(N)=O)cc1 (stereo not given)
→ -4.0, -16.8, -12.6, -0.1, -11.8, -19.4
Cc1ccc2c(c1)C1(SC(C)C(=O)N1c1ccc(F)cc1)C(=O)N2 (stereo not given)
→ 98.6*, 98.8*, 99.0*, 97.8*, 98.8*, 99.0*
OCCN(CCO)c1nc(N(CCO)CCO)nc(N(CCO)CCO)n1
→ 17.2, 20.2, 19.8, 31.5, 16.4, 19.6
CCN(CC)C1CCCC(Nc2ccnc3cc(Cl)ccc23)C1 (stereo not given)
→ 24.4, 0.0, -5.5, 16.0, -6.0, -11.1
CN(C)CCC(=O)c1ccco1
→ 70.2*, 93.3*, 86.1*, 93.5*, 94.0*, 95.3*

# Other structures:
# The line under a structure holds: bub3, sgs1 mgt1, rad50, yeast cln2 rad14, yeast mec2-1, mlh1 rad18
CC[C@@]1(OC(=O)CN(C)C)C(=O)OCc2c1cc1n(c2=O)Cc2cc3c(N)cccc3nc2-1
→ 0.7, 6.0, -17.9, 31.1, 58.4, 73.5*
CC(=O)OCc1ccc(Cl)cc1Cl
→ -33.4, 7.2, 3.6, 7.4, -2.9, -12.2
CN1C(CC(O)c2ccccc2)CCCC1CC(O)(c1ccccc1)c1ccccc1 (stereo not given)
→ -3.0, 0.0, -13.8, 0.0, -3.4, -4.1
COc1ccc(OC)c(CC(N)=O)c1
→ 21.4, -0.9, -5.5, -23.8, 4.6, -8.8
Cc1oc([N+](=O)[O-])cc1C(=O)O
→ -20.1, -1.6, 10.5, -69.7, 7.5, -8.2
O=[N+]([O-])c1ccc2c(c1)nc1n2C(c2c(F)cccc2F)SC1 (stereo not given)
→ -19.8, -16.1, -26.6, 15.1, -17.9, -17.9
COc1ccc2c(c1)c(CBr)c(C)c[n+]2[O-]
→ 11.8, -5.3, -5.7, 11.7, 0.0, 0.0
CC12C(=O)NC(c3ccncc3)(c3ccccc31)C1C(=O)N(c3ccccc3)C(=O)C12 (stereo not given)
→ -6.8, 11.8, 15.6, -9.8, -2.9, 19.8
COC1OC(C(COC(=O)c2ccccc2)OC(=O)c2ccccc2)C(OC(=O)c2ccccc2)C1OS(C)(=O)=O (stereo not given)
→ -0.1, 28.8, 5.3, 28.4, -2.5, 11.6
CC(=O)c1c[nH]c2cc([N+](=O)[O-])ccc12
→ -17.7, -11.3, -1.9, -26.8, -1.8, -0.5
CN1CC[C@H]([C@@H](O)c2ccccc2)C1=O
→ 0.3, -3.5, 5.0, -34.4, -7.0, 5.7
O/C1=C/CCCCCCC/C(O)=C\C1
→ 15.2, 25.8, 2.5, 12.8, -7.5, 10.7
Cc1cc2ccccc2c[n+]1CC(O)c1ccccc1 (stereo not given)
→ 30.2, 16.1, -0.6, -16.8, -5.5, 14.6
NC(=O)C1C(=O)NC(=O)C1=C1CCCC1 (stereo not given)
→ -10.8, -27.4, -18.6, -25.9, -21.1, -42.0
